KCNQ1 inh: human KCNQ1 channel inhibition; CHO-K1 KCNQ1, FluxOR thallium flux fluorescence; active compounds read high; B-score at 10 µM; hit rate 1.3% among 310,000; P51787; AID 2642;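 active = compounds whose thallium flux B-score, printed positive for inhibition, exceeds three library SD while starting fluorescence stays within three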;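 note: channel opened by potassium depolarization with thallium stimulus after 20 min compound exposure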
Target sequence (P51787 whole entry, looked up): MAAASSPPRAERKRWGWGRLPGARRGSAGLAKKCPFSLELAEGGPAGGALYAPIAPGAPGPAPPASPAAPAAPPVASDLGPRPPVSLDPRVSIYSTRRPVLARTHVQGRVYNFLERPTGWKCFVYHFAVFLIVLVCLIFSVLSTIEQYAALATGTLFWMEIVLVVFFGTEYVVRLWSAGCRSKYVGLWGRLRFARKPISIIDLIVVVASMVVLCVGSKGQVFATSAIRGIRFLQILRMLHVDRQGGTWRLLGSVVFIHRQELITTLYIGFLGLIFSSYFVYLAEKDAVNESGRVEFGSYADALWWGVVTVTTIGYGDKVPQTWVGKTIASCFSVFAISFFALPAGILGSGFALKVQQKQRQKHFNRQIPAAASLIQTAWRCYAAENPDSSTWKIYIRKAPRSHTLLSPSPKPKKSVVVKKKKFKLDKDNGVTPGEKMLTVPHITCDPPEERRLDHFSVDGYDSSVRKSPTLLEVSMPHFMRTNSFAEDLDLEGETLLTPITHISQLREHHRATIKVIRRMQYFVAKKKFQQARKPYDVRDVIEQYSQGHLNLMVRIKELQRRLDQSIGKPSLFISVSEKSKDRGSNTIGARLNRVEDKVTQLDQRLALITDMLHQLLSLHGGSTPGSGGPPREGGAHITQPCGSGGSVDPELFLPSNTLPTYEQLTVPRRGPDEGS
TRPC4 act: activators of mouse TRPC4 channel | AID 2237 | hit rate 0.49% among 310,000 | Q9QUQ5 | B-score at 10 µM | HEK293 TRPC4beta/mu-opioid, Fluo4 calcium fluorescence; active compounds read high;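 active = B-score above 5 SD of library B-scores, and initial fluorescence ratio not above library mean plus 5 SD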;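 note: positive B-score marks a calcium rise read as TRPC4 activation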
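Assay system: HEK293 cells stably co-expressing mouse TRPC4beta and mu-opioid receptor / Timing: Fluo4 dye loading 45 min at room temperature, 110 s recording / Signal: Fluo4 calcium-sensitive dye fluorescence, kinetic, 1 Hz baseline / Read-out: integrated baseline-normalised fluorescence ratio, converted to per-well B score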
HDAC3 inh: human HDAC3 inhibition. O15379. recombinant HDAC3, fluorogenic peptide/trypsin coupled, fluorescence. inhibition, % at 8.3 µM. hit rate 0.15% among 320,000; in the data active = inhibition above about 26%, passing the limit was not always enough
KCNK3 block: human KCNK3 channel inhibition, primary screen; AID 602410; hit rate 0.84% among 340,000; CHO-KCNK3 thallium flux, FluxOR fluorescence; active compounds read low; B-score at 10 µM; O14649;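 active = B-score under library mean minus 4 SD, starting fluorescence ratio at most library mean plus 5 SD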;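 note: more negative B-score means stronger inhibition of thallium flux through KCNK3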
TMEM16A inh: inhibitors of mouse TMEM16A calcium-activated chloride channel; HEK293 TMEM16A/YFP iodide influx fluorescence, ionomycin; normalized B-score (activity score, 25-100; higher = stronger inhibition) at 10 µM; hit rate 1.2% among 310,000; AID 588511;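 active = ratio plate-corrected score three or more library SD toward inhibition, starting fluorescence score within five deviations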;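 note: score derived from kinetic fluorescence span divided by baseline fluorescence per well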
KCNK9 block: inhibitors of human KCNK9 two-pore domain potassium channel; Q9NPC2; B-score at 10 µM; AID 488922; HEK293 KCNK9, FluxOR thallium flux fluorescence; active compounds read low; hit rate 1.2% among 310,000;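 active = ratio B-score over 3 SD below the library mean, with starting fluorescence within 5 SD of its mean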;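 note: negative B-score means less thallium flux so channel inhibition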
Target sequence (Q9NPC2 whole entry, looked up, the tested form may be a part): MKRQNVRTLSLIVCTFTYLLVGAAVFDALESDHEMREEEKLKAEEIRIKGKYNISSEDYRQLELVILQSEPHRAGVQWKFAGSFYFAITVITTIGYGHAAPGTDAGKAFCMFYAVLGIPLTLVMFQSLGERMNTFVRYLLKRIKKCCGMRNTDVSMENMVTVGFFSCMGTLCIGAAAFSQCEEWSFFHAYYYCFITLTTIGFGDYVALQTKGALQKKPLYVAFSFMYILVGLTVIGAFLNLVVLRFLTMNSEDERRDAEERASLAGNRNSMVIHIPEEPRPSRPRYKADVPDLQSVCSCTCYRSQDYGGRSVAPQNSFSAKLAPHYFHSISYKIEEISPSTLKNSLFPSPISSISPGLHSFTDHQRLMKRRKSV
TMEM16A act: activators or potentiators of mouse TMEM16A chloride channel; Q8BHY3; HEK293 TMEM16A/YFP-H148Q/I152L, iodide quench fluorescence; active compounds read low; B-score at 10 µM; hit rate 0.3% among 340,000;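 active = fluorescence-ratio B-score plate-corrected deviation score at least 3 library SD below zero, with starting fluorescence score within 5 deviations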;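 note: channel opened by trigger with iodide after compound preincubation; score built on the fluorescence ratio of max minus min over baseline; more negative score means more quench and so TMEM16A activation or potentiation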
Dyrk1A ADPGlo: blocks rat Dyrk1A kinase activity. AID 504441. Q63470. inhibition, % at 12.5 µM. hit rate 0.43% among 310,000. ADP-Glo luminescence, NFATc1 peptide; in the data active = inhibition above about 50%;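 note: plate controls were vehicle with enzyme for no effect and no enzyme for full effect; many of its hits are not listed in these tables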
KCNQ1 pot: potentiators or activators of human KCNQ1 potassium channel | CHO-K1 KCNQ1, thallium flux FluxOR fluorescence; active compounds read high | B-score at 10 µM | AID 2648 | hit rate 0.35% among 310,000;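 active = fluorescence ratio B-score, a plate-corrected score, at least three library SD, with initial intensity B-score within 5 SD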
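Doses: Single concentration per compound, DMSO matched to controls | Test system: KCNQ1-transfected CHO-K1 cells | Timing: 90 min dye loading and 20 min compound exposure, both at room temperature | Measured by: Kinetic FluxOR thallium fluorescence, 10-s 1-Hz baseline, 110-s post-stimulus read | Medium: Assay buffer with matched DMSO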
TRPC4 PAM: allosteric potentiators of mouse TRPC4 channel; Q9QUQ5; AID 2227; HEK293 TRPC4beta/mu-opioid, DAMGO EC20, Fluo-4 Ca2+ flux; active compounds read high; hit rate 0.42% among 310,000; B-score at 10 µM;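 active = B-score of calcium response area above 5 SD of library B-scores, with initial fluorescence ratio within 5 SD of library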;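 note: B-score of integrated fluorescence ratio over time as area under calcium response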
hERG rescue: hERG (human) protection from proarrhythmic block; Q12809; CHO-hERG, FluxOR thallium flux, dofetilide IC70 present; activation (rescue from dofetilide block), less the hit threshold, % at 10 µM; hit rate 0.51% among 310,000; AID 1511;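 active = activation above the mean of controls blocked by dofetilide plus 5 SD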;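 note: thallium influx through hERG after potassium depolarization seen as dye fluorescence rise; in these data hits start at about 4.7%; inactives centre near -7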
* = called active by the depositor. The list is partial. The share of hits here may be higher or lower than overall.

Screening COc1cccc([C@@H]2CC=C(C(=O)O)[C@H](c3ccccc3)N2S(=O)(=O)c2ccc(C)cc2)c1 returned HDAC3 inh -3, KCNK3 block inactive, TMEM16A inh inactive, TMEM16A act inactive and Dyrk1A ADPGlo -3.
For CC(CCN1CCN(c2ccc(F)cc2)CC1)c1ccccc1 (configuration not stated) the results were KCNQ1 inh inactive, TRPC4 act inactive, HDAC3 inh 11, KCNK3 block inactive, TMEM16A inh inactive, KCNK9 block inactive, TMEM16A act inactive, Dyrk1A ADPGlo 0, KCNQ1 pot inactive, TRPC4 PAM inactive and hERG rescue -8.
`O=C(Nc1ccc(O)cc1)c1cc2n(n1)C(C(F)(F)F)CC(c1ccco1)N2` (configuration not stated) gave KCNQ1 inh inactive, TRPC4 act inactive, HDAC3 inh 5, KCNK3 block inactive, TMEM16A inh inactive, KCNK9 block inactive, TMEM16A act inactive, Dyrk1A ADPGlo 16, KCNQ1 pot inactive, TRPC4 PAM inactive and hERG rescue -14.
Screening Cc1ccccc1CNc1ccc(C(CC(N)=O)NC(=O)c2ccc(Br)cc2)cc1[N+](=O)[O-] (configuration not stated) returned KCNQ1 inh inactive, TRPC4 act inactive, HDAC3 inh -2, KCNK3 block inactive, TMEM16A inh inactive, KCNK9 block inactive, TMEM16A act inactive, Dyrk1A ADPGlo -1, KCNQ1 pot inactive, TRPC4 PAM inactive and hERG rescue -2.
For Cc1ccc(S(=O)(=O)NCCCCCC(N)=O)cc1 the results were KCNQ1 inh inactive, TRPC4 act inactive, HDAC3 inh -2, KCNK3 block inactive, TMEM16A inh inactive, KCNK9 block inactive, TMEM16A act inactive, Dyrk1A ADPGlo -2, KCNQ1 pot inactive, TRPC4 PAM inactive and hERG rescue -7.
For Cn1ncc(N=Cc2ccccc2[N+](=O)[O-])c1C(N)=O the results were KCNQ1 inh inactive, TRPC4 act inactive, HDAC3 inh 0, KCNK3 block inactive, TMEM16A inh inactive, KCNK9 block inactive, TMEM16A act inactive, Dyrk1A ADPGlo 6, KCNQ1 pot inactive, TRPC4 PAM inactive and hERG rescue -15.
For CN(C)c1c(N)[nH]c2c(c1=O)c(=O)n(C)c(=O)n2C the results were KCNQ1 inh inactive, TRPC4 act inactive, HDAC3 inh 5, KCNK3 block inactive, TMEM16A inh inactive, KCNK9 block inactive, TMEM16A act inactive, Dyrk1A ADPGlo -25, KCNQ1 pot inactive, TRPC4 PAM inactive and hERG rescue -12.
`CNC(=O)C1CC(=O)N(CCc2ccccc2)C(=Nc2ccc(OC)cc2)S1` (configuration not stated) gave KCNQ1 inh inactive, TRPC4 act inactive, HDAC3 inh -5, KCNK3 block inactive, TMEM16A inh inactive, KCNK9 block inactive, TMEM16A act inactive, Dyrk1A ADPGlo 1, KCNQ1 pot inactive, TRPC4 PAM inactive and hERG rescue -10.
COc1ccc(N(CC(=O)N/N=C/c2ccc3c(c2)OCO3)S(=O)(=O)c2ccccc2)cc1 was read as KCNQ1 inh inactive, TRPC4 act inactive, HDAC3 inh 10, TMEM16A inh inactive, KCNK9 block inactive, KCNQ1 pot inactive, TRPC4 PAM inactive and hERG rescue -5.
`Cc1cc(OCc2nc(-c3ccc(NC(=O)c4cccnc4)cc3)no2)ccc1Cl` gave KCNQ1 inh inactive, TRPC4 act inactive, HDAC3 inh -3, KCNK3 block inactive, TMEM16A inh inactive, KCNK9 block inactive, TMEM16A act inactive, Dyrk1A ADPGlo 2, KCNQ1 pot inactive, TRPC4 PAM inactive and hERG rescue -2.
Clc1cc(Cl)c2nc(N3CCCC3)sc2c1 was read as KCNQ1 inh inactive, TRPC4 act inactive, HDAC3 inh 8, KCNK3 block inactive, TMEM16A inh inactive, KCNK9 block inactive, TMEM16A act inactive, Dyrk1A ADPGlo 9, KCNQ1 pot inactive, TRPC4 PAM inactive and hERG rescue -9.
Screening O=C(CNC(=O)c1ccco1)N/N=C/c1c[nH]c2ccccc12 returned KCNQ1 inh inactive, TRPC4 act inactive, HDAC3 inh 7, KCNK3 block inactive, TMEM16A inh inactive, KCNK9 block inactive, TMEM16A act inactive, Dyrk1A ADPGlo 14, KCNQ1 pot inactive, TRPC4 PAM inactive and hERG rescue -1.
CCOC(=O)c1ccc(N2Cc3ccccc3C2=NC(=O)c2cccc([N+](=O)[O-])c2)cc1 was read as KCNQ1 inh inactive, TRPC4 act inactive, HDAC3 inh 6, KCNK3 block inactive, TMEM16A inh inactive, KCNK9 block inactive, TMEM16A act inactive, Dyrk1A ADPGlo 2, KCNQ1 pot inactive, TRPC4 PAM inactive and hERG rescue -9.
`Cc1cc(C)c(S(=O)(=O)/N=C2\C=CC(=O)C(Cl)=C2)c(C)c1` gave HDAC3 inh 0, KCNK3 block inactive, TMEM16A inh inactive, TMEM16A act inactive and Dyrk1A ADPGlo 3.
Screening CC(=O)OCC1(C)CN(c2ccccc2)N(C(=O)c2ccc(F)cc2)C1=O (configuration not stated) returned KCNQ1 inh inactive, TRPC4 act inactive, HDAC3 inh 8, KCNK3 block inactive, TMEM16A inh inactive, KCNK9 block inactive, TMEM16A act inactive, Dyrk1A ADPGlo -2, KCNQ1 pot inactive, TRPC4 PAM inactive and hERG rescue -3.
For Cc1ccc(/C=C/C(=O)O)cc1S(=O)(=O)Nc1ccc(C(=O)O)cc1 the results were KCNQ1 inh inactive, TRPC4 act inactive, KCNK3 block inactive, TMEM16A inh inactive, KCNK9 block inactive, TMEM16A act inactive, Dyrk1A ADPGlo -6, KCNQ1 pot inactive, TRPC4 PAM inactive and hERG rescue -4.
O=C(Nc1cccc(-c2ccc(N3CCOCC3)nn2)c1)c1ccccc1 was read as KCNQ1 inh inactive, TRPC4 act inactive, HDAC3 inh -6, KCNK3 block inactive, TMEM16A inh inactive, KCNK9 block inactive, TMEM16A act inactive, Dyrk1A ADPGlo -1, KCNQ1 pot inactive, TRPC4 PAM inactive and hERG rescue -12.
Screening O=C(CN(Cc1ccco1)C(=O)CNS(=O)(=O)c1ccc(Cl)cc1)NCC1CCCO1 (configuration not stated) returned KCNQ1 inh inactive, TRPC4 act inactive, HDAC3 inh 3, KCNK3 block inactive, TMEM16A inh inactive, KCNK9 block inactive, TMEM16A act inactive, Dyrk1A ADPGlo -1, KCNQ1 pot inactive, TRPC4 PAM inactive and hERG rescue 0.
`O=S(=O)(NCCCCNS(=O)(=O)c1ccc(F)cc1)c1ccc(F)cc1` gave KCNQ1 inh inactive, TRPC4 act inactive, HDAC3 inh -5, KCNK3 block inactive, TMEM16A inh inactive, KCNK9 block inactive, TMEM16A act inactive, Dyrk1A ADPGlo 2, KCNQ1 pot inactive, TRPC4 PAM inactive and hERG rescue -7.
Screening COc1ccc(-c2[nH]n(-c3ccc([N+](=O)[O-])cc3)c(=O)c2C=NCc2ccncc2)cc1 returned KCNQ1 inh inactive, TRPC4 act inactive, HDAC3 inh -5, KCNK3 block inactive, TMEM16A inh inactive, KCNK9 block inactive, TMEM16A act inactive, Dyrk1A ADPGlo 0, KCNQ1 pot inactive, TRPC4 PAM inactive and hERG rescue -3.
For Cc1ccccc1C(=O)NNc1ncnc2c1cnn2C the results were KCNQ1 inh inactive, TRPC4 act inactive, HDAC3 inh -3, KCNK3 block inactive, TMEM16A inh inactive, KCNK9 block inactive, TMEM16A act inactive, Dyrk1A ADPGlo 8, KCNQ1 pot inactive, TRPC4 PAM inactive and hERG rescue -5.
CCNS(=O)(=O)c1ccc(CCC(=O)N2CCN(c3ccc(OC)cc3)CC2)cc1 was read as KCNQ1 inh inactive, TRPC4 act inactive, HDAC3 inh 2, KCNK3 block inactive, TMEM16A inh inactive, KCNK9 block inactive, TMEM16A act inactive, Dyrk1A ADPGlo 0, KCNQ1 pot inactive, TRPC4 PAM inactive and hERG rescue -4.
`O=C1NC(NS(=O)(=O)c2ccccc2)(C(F)(F)F)C(=O)N1Cc1ccccc1` (configuration not stated) gave KCNQ1 inh inactive, TRPC4 act inactive, HDAC3 inh 3, KCNK3 block inactive, TMEM16A inh inactive, KCNK9 block inactive, TMEM16A act inactive, Dyrk1A ADPGlo 6, KCNQ1 pot inactive, TRPC4 PAM inactive and hERG rescue -9.
CCOC(=O)c1cc(S(=O)(=O)N2CCN(c3ccccc3OC)CC2)cn1C was read as KCNQ1 inh inactive, TRPC4 act inactive, HDAC3 inh 3, KCNK3 block inactive, TMEM16A inh inactive, KCNK9 block inactive, TMEM16A act inactive, Dyrk1A ADPGlo -1, KCNQ1 pot inactive, TRPC4 PAM inactive and hERG rescue -2.
COC(=O)c1nn(-c2ccccc2)c(=O)cc1Oc1ccccc1 was read as KCNQ1 inh inactive, TRPC4 act inactive, HDAC3 inh -7, KCNK3 block inactive, TMEM16A inh inactive, KCNK9 block inactive, TMEM16A act inactive, Dyrk1A ADPGlo -3, KCNQ1 pot inactive, TRPC4 PAM inactive and hERG rescue -5.
For CC1CCN(S(=O)(=O)c2ccc3c(ccn3CCC(=O)NC(C)C)c2)CC1 the results were KCNQ1 inh inactive, TRPC4 act inactive, HDAC3 inh -3, KCNK3 block inactive, TMEM16A inh inactive, KCNK9 block inactive, TMEM16A act inactive, Dyrk1A ADPGlo -2, KCNQ1 pot inactive, TRPC4 PAM inactive and hERG rescue -6.
For COc1ccccc1NC(=O)CC1S/C(=N/N=C2\CCCc3ccccc32)NC1=O (configuration not stated) the results were KCNQ1 inh inactive, TRPC4 act inactive, HDAC3 inh 3, KCNK3 block inactive, TMEM16A inh inactive, KCNK9 block inactive, TMEM16A act inactive, Dyrk1A ADPGlo -5, KCNQ1 pot inactive, TRPC4 PAM inactive and hERG rescue -9.
Screening CCCCN(C(=O)c1ccc(S(=O)(=O)N(CC)CC)cc1)c1c(N)n(CCC)c(=O)[nH]c1=O returned KCNQ1 inh inactive, TRPC4 act inactive, HDAC3 inh -1, KCNK3 block inactive, TMEM16A inh inactive, KCNK9 block inactive, TMEM16A act inactive, Dyrk1A ADPGlo 14, KCNQ1 pot inactive, TRPC4 PAM inactive and hERG rescue -6.

Source: PubChem
